High-throughput results (PubChem BioAssay)
ROC1-CUL1 inh – human ROC1-CUL1 E3 ligase inhibition; inhibition, % at 10 µM; P62877+Q13616; AID 1347404; in vitro K48 di-Ub FRET, acceptor:donor ratio, 45 min; 140,000 tested, 0.6% active; in the data active = inhibition above about 25%
Target sequence (P62877 whole entry, looked up): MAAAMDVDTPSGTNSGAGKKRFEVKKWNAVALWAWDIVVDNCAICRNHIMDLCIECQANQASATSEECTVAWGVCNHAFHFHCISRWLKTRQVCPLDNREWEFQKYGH
Target sequence (Q13616 whole entry, looked up): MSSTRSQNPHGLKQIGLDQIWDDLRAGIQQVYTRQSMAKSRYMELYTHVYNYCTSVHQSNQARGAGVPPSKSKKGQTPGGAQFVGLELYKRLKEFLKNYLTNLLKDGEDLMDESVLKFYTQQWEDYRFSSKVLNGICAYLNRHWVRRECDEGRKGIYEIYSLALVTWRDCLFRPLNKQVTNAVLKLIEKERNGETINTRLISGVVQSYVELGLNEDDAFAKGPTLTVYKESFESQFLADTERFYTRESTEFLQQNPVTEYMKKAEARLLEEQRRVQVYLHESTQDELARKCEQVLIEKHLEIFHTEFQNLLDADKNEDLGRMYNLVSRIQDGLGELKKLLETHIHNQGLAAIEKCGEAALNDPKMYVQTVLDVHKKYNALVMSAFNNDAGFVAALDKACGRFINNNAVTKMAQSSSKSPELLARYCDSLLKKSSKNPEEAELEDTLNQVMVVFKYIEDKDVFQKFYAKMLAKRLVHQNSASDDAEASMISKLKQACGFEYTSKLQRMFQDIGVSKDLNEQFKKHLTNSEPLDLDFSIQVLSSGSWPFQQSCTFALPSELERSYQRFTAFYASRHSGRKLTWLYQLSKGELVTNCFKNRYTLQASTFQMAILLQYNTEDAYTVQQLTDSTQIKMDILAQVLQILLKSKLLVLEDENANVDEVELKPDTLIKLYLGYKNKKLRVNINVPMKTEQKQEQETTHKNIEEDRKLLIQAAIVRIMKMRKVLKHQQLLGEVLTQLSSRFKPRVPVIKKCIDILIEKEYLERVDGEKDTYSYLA
Numbers without * were called inactive. These rows are one share of the data (hit frequency here may not be typical).

1: Cc1cc(C)c(C#N)c(SCC(=O)N2CCN(C)CC2)n1
  ROC1-CUL1 inh: -4
2: Cc1ccccc1Cn1c(=O)c(F)cn(C2CCCO2)c1=O (configuration not stated)
  ROC1-CUL1 inh: -4
3: CC(C)/C=C/CN1CCc2onc(-c3ccc4c(c3)OCO4)c2C1
  ROC1-CUL1 inh: -4
4: CN(C)C=Nc1ccc(S(=O)(=O)c2ccc(N=CN(C)C)cc2)cc1
  ROC1-CUL1 inh: 7
5: COc1ccc(CN2N=NC3C(=O)N(c4ccccc4)C(=O)C32)cc1 (configuration not stated)
  ROC1-CUL1 inh: 9
6: CC(=O)CCc1c(C)[nH]c2ccc(C)cc2c1=S
  ROC1-CUL1 inh: -9
7: CN1CCCCc2c1nc1c(c2N)CCCC1
  ROC1-CUL1 inh: 1
8: Cn1ccnc1C(O)c1cccs1 (configuration not stated)
  ROC1-CUL1 inh: 8
9: CC1CCN(CCCCOc2ccc(F)cc2)CC1
  ROC1-CUL1 inh: 6
10: CC1(C)CC(C)(c2ccccc2O)Oc2ccccc21 (configuration not stated)
  ROC1-CUL1 inh: 2
11: COc1cc(/C=C2\C(=O)NN(c3ccccc3)C2=O)cc(Cl)c1OCc1ccc(Cl)c(Cl)c1
  ROC1-CUL1 inh: 57*
12: COc1ccc2c(C)cc(SCC(=O)Nc3nsc(-c4ccccc4C)n3)nc2c1
  ROC1-CUL1 inh: -3
13: Cc1cc(C)c(C)c(S(=O)(=O)N2C(=S)NC(=O)C2CC(C)C)c1C (configuration not stated)
  ROC1-CUL1 inh: 8
14: COC(=O)c1scc(-c2ccc(C)cc2)c1S(=O)(=O)N1CCN(c2ccccc2F)CC1
  ROC1-CUL1 inh: 5
15: CC(=O)Nc1sc2c(c1C(c1cccnc1)N1CCCCC1)CCCC2 (configuration not stated)
  ROC1-CUL1 inh: -6

16: COC(=O)c1ccc(NC(=O)C2CCN(S(=O)(=O)c3ccc4c(c3)CCCN4C(C)=O)CC2)cc1
  ROC1-CUL1 inh: -11
17: COc1ccc(-c2cc(C(=O)NCCc3ccccc3)c3c(-c4ccccc4)[nH]nc3n2)cc1OC
  ROC1-CUL1 inh: 2
18: CNC(=O)CN(C)S(=O)(=O)c1ccc(Cl)c(Cl)c1
  ROC1-CUL1 inh: -1
19: O=C1NC(=Nc2ccc(Br)cc2)S/C1=C\c1ccco1
  ROC1-CUL1 inh: 4
20: S=c1[nH]nc(-c2cccnc2)n1CCN1CCOCC1
  ROC1-CUL1 inh: 11
21: COc1ccccc1N1CCN(c2ncccc2CNC(=O)c2cnc[nH]2)CC1
  ROC1-CUL1 inh: -6
22: C/C(=N\NC(=O)c1ccco1)c1ccc(NS(C)(=O)=O)cc1
  ROC1-CUL1 inh: 1
23: Cc1c(N=C2SCC(=O)N2/N=C/c2ccccc2Cl)c(=O)n(-c2ccccc2)n1C
  ROC1-CUL1 inh: 4
24: CC1(C)C2CCC1(CS(=O)(=O)N(Cc1ccccc1)Cc1ccccc1)C(=O)C2 (configuration not stated)
  ROC1-CUL1 inh: 11
25: COc1ccc(C(=O)COC(=O)c2cc(-c3cccs3)nc3ccccc23)cc1
  ROC1-CUL1 inh: -5
26: Cc1cccc(C(=O)Nc2cc3c(cc2C)n(C)c(=O)n3C)c1
  ROC1-CUL1 inh: 0
27: N#Cc1cccc(-c2cccc(-c3ccn[nH]3)c2)c1
  ROC1-CUL1 inh: 3
28: CCc1ccccc1NS(=O)(=O)Cc1ccc(Cl)cc1
  ROC1-CUL1 inh: 0
29: CSCCOC(=O)C1=C(C)N=C(C)C(C(=O)OCCSC)C1c1cccc([N+](=O)[O-])c1 (configuration not stated)
  ROC1-CUL1 inh: -4
30: COc1cc(C2c3c(n[nH]c3-c3ccc4ccccc4c3)OC(=N)C2C#N)cc(OC)c1OC (configuration not stated)
  ROC1-CUL1 inh: 7

3 compounds already listed, sorted by formula weight, ascending.
10: CC1(C)CC(C)(c2ccccc2O)Oc2ccccc21 (configuration not stated)
  ROC1-CUL1 inh: 2
15: CC(=O)Nc1sc2c(c1C(c1cccnc1)N1CCCCC1)CCCC2 (configuration not stated)
  ROC1-CUL1 inh: -6
11: COc1cc(/C=C2\C(=O)NN(c3ccccc3)C2=O)cc(Cl)c1OCc1ccc(Cl)c(Cl)c1
  ROC1-CUL1 inh: 57*

The list goes on.
31: CCN(CC)CC(C)OC(=O)COc1ccc(F)cc1 (configuration not stated)
  ROC1-CUL1 inh: -4
32: CCCSCCCNC(=O)c1ccc(Cn2c(=O)c3cccn3c3cccnc32)cc1
  ROC1-CUL1 inh: -4
33: Cc1cc(Nc2cccc(C)c2C)n2cnnc2n1
  ROC1-CUL1 inh: -11
34: COc1ccc(N(Cc2cccs2)C(=O)COc2ccc([N+](=O)[O-])cc2)cc1
  ROC1-CUL1 inh: 1
35: CCSc1ncc(Cl)c(C(=O)Nc2c(C(=O)Nc3ccccc3)oc3ccccc23)n1
  ROC1-CUL1 inh: -8
36: COc1ccc(CNC(=O)CSc2nc(-c3ccc(F)cc3)cc(C(F)(F)F)n2)cc1OC
  ROC1-CUL1 inh: -2
37: COc1ccccc1Cn1ccn(Cc2c(F)cccc2Cl)c(=O)c1=O
  ROC1-CUL1 inh: 1
38: Cc1cn2c(=O)cc(COc3ccc(NC(=O)c4cccc(F)c4)cc3)nc2s1
  ROC1-CUL1 inh: -1
39: O=C(O)c1ccc(COc2ccc3c(c2)CCC3)cc1
  ROC1-CUL1 inh: 2
40: Cc1cccc(C(=O)OC(C)CN2CCOCC2)c1 (configuration not stated)
  ROC1-CUL1 inh: -11
41: Cc1cc(C(=O)NNC(=S)NCC(C)C)cs1
  ROC1-CUL1 inh: 12
42: COc1ccccc1CCNC(=O)Cc1ccc(N2CCC(NC3CCc4ccccc43)CC2)cc1 (configuration not stated)
  ROC1-CUL1 inh: 0
43: Cc1ccc(NC(=O)C2CCN(S(=O)(=O)N(C)C)CC2)cc1C
  ROC1-CUL1 inh: 6
44: CC(C)(C)N(Cc1ccccc1)C(=O)c1ccccc1Br
  ROC1-CUL1 inh: -3
45: COc1ccc(-n2c(-c3ccccc3)c(C)c(-c3ccc(Cl)cc3)c(C(=O)c3ccccc3)c2=S)cc1
  ROC1-CUL1 inh: -10

Among those listed so far, these have an NH in an aromatic ring:
6: CC(=O)CCc1c(C)[nH]c2ccc(C)cc2c1=S
  ROC1-CUL1 inh: -9
17: COc1ccc(-c2cc(C(=O)NCCc3ccccc3)c3c(-c4ccccc4)[nH]nc3n2)cc1OC
  ROC1-CUL1 inh: 2
20: S=c1[nH]nc(-c2cccnc2)n1CCN1CCOCC1
  ROC1-CUL1 inh: 11
21: COc1ccccc1N1CCN(c2ncccc2CNC(=O)c2cnc[nH]2)CC1
  ROC1-CUL1 inh: -6
27: N#Cc1cccc(-c2cccc(-c3ccn[nH]3)c2)c1
  ROC1-CUL1 inh: 3
30: COc1cc(C2c3c(n[nH]c3-c3ccc4ccccc4c3)OC(=N)C2C#N)cc(OC)c1OC (configuration not stated)
  ROC1-CUL1 inh: 7

Next part:
46: Cc1oc(-c2cccc(Br)c2)nc1Cn1c(=O)cc(-c2ccccc2)c2c(C)nn(C)c21
  ROC1-CUL1 inh: 6
47: CCCN(CCC)S(=O)(=O)c1ccc(NC(=O)C(C)(C)CC)cc1
  ROC1-CUL1 inh: 4
48: CCOc1ccccc1NC(=O)CN1C(=O)COc2ccc(S(=O)(=O)N3CCCCC3)cc21
  ROC1-CUL1 inh: 3
49: CCNC(=O)c1cc(Br)ccc1OCC
  ROC1-CUL1 inh: 12
50: O=C(NC(=O)c1ccccc1)NC(=O)c1ccccc1
  ROC1-CUL1 inh: -4
